# MT1-MMP act inh: blockers of MT1-MMP proenzyme processing, primary screen, HT1080 RFP-PRO-GFP cells, GFP/RFP fluorescence; Matrix metalloproteinase-14 (Homo sapiens), P50281; GFP/RFP ratio fluorescence, overnight; percent of plate control window, DMSO zero; GFP/RFP ratio change, % at 20 µM; 360,000 tested, 0.061% active;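 active means GFP/RFP ratio change of at least 30% with cell ATP level not reduced by more than half and red fluorescence within 50% of control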; further: strong numbers were not always called active
#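 system = RFP-PRO-GFP reporter HT1080 cells | dosing = 20 µM single dose, 1% DMSO | timing = overnight cell settling, then overnight compound exposure, 37 °C, 5% CO2 | read-out basis = GFP/RFP fluorescence ratio | controls = DMSO and RFP-L50D-GFP cell wells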
# FAS TE block: FAS thioesterase domain inhibitors, primary screen, biochemical, fluorescence intensity, uHTS. Fatty acid synthase (Homo sapiens), P49327. recombinant FAS-TE, OMFH fluorogenic substrate, fluorescence endpoint. inhibition, % at 15 µM. 360,000 tested, 0.67% active. AID 602261, 2012;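 active means compounds whose normalised, plate-corrected inhibition of enzyme fluorescence in the single-dose primary screen is 50% or more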;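 further: 0% = DMSO with enzyme and 100% = substrate without enzyme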
# Neddylation inh: inhibitors of cullin neddylation, primary screen, biochemical, TR-FRET, uHTS, NAE and Ubc12. 360,000 tested, 0.58% active. calls only at 25 µM; in the data active means inhibition above about 36%
# eLon inh: inhibitors of E. coli Lon protease, primary screen, biochemical, fluorescence polarization; P0A9M0; purified E. coli Lon protease; inhibition, % at 7.94 µM; 360,000 tested, 0.42% active; in the data active means inhibition above about 13%, passing the limit was not always enough;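 further: 0% = enzyme with probe and DMSO and 100% = no enzyme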
# Target sequence (P0A9M0 whole entry, looked up): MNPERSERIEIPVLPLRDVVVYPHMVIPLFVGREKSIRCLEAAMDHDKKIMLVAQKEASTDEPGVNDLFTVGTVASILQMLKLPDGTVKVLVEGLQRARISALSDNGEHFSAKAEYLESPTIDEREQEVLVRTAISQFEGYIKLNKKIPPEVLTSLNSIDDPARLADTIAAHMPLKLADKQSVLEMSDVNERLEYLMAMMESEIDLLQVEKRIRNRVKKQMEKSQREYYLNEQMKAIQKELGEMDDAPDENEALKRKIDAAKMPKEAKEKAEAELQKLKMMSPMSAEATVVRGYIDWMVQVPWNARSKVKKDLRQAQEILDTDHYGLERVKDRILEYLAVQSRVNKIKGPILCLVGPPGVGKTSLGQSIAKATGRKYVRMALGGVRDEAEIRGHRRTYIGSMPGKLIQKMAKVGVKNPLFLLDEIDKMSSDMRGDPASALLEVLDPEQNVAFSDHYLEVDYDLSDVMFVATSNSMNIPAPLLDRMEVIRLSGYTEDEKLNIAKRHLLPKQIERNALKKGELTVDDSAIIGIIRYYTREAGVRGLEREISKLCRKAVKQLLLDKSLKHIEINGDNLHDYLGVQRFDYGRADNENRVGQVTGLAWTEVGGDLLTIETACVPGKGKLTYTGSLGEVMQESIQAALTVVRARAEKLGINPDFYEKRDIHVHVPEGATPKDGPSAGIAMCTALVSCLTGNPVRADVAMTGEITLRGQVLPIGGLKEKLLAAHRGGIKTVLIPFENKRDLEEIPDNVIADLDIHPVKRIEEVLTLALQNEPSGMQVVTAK
# MsrA inhibitor: bovine MsrA enzyme inhibitors, primary screen, biochemical, absorbance, HTS; purified bovine MsrA, absorbance read-out; inhibition, % at 15.5 µM; 360,000 tested, 0.75% active; AID 651718, 2012; in the data active means inhibition above about 4.5%;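 further: 0% = vehicle wells with enzyme and 100% = reference inhibitor wells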
# NRP1-CendR mod: modulators of CendR peptide binding to NRP-1, primary screen, biochemical, fluorescence polarization, uHTS; Neuropilin-1 (Homo sapiens), O14786; FAM-RPARPAR peptide binding to NRP-1; inhibition, % at 25 µM; 360,000 tested, 0.85% active; AID 602438, 2012;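 active means inhibition or corrected inhibition above about 18%, plus a signal ratio from 0.5 to 1.5, limit read from the data, passing the limit was not always enough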; further: strong numbers were not always called active
# Rin1-Abl PPI inh: inhibitors of Rin1-Abl protein binding, primary screen, biochemical, TR-FRET; Tyrosine-protein kinase ABL1 (Homo sapiens) + Ras and Rab interactor 1 (Homo sapiens), …; inhibition, % at 7.35 µM; 360,000 tested, 0.4% active; AID 588664, 2011; in the data active means inhibition above about 5%, passing the limit was not always enough
# SKN-1 inh: suppressors of acrylamide-induced Pgst-4::GFP reporter in worms, primary screen, SKN-1 inhibitor project, whole organism, uHTS, GFP/RFP fluorescence ratio, strain VP596; inhibition, % at 21.8 µM; 360,000 tested, 0.49% active; C. elegans VP596 Pgst-4::GFP/RFP ratio, 24 h;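 active means interference check ratio from 0.5 to 1.5 plus GFP to RFP signal ratio inhibition reaching or exceeding a fixed threshold, cut at about 30% in these data, passing the limit was not always enough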; further: some compounds called inactive have numbers as strong as hits
# MsrA act: bovine MsrA enzyme activators, primary screen, biochemical, absorbance, HTS; Methionine sulfoxide reductase A (Bos taurus); purified bovine MsrA, absorbance read-out; activation, % at 10.6 µM; 360,000 tested, 0.3% active; AID 602163, 2012; in the data active means activation above about 7.5%;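 further: 0% = vehicle and 100% = reference activator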
# * = called active by the depositor; i = inactive; . = no result given; + = active, no number.
compound	FAS TE block	NRP1-CendR mod	MsrA inhibitor	MsrA act	Rin1-Abl PPI inh	SKN-1 inh	eLon inh	MT1-MMP act inh	Neddylation inh
COc1ccccc1N1CCN(C(=O)c2ccc(Cl)c(S(=O)(=O)N3CCOCC3)c2)CC1	-4	0	0.8	-5	2	4	3	2	i
CCOC(=O)[C@]12CCCC=C1N(CCC1=CCCCC1)C(=O)[C@H](CC(=O)NCc1cccs1)C2	.	18	-1.0	.	.	-1	.	-4	i
CC(=O)Nc1cccc(-c2ccnc3c2CC(C(=O)Nc2cccc(OC(F)(F)F)c2)O3)c1 (configuration not stated)	16	-3	-0.8	1	1	9	-10	8	i
O=C(CCN1C(=O)c2cccc([N+](=O)[O-])c2C1=O)Nc1nccs1	2	-8	-0.4	1	-4	-8	6	6	i
COc1ccccc1-c1cc2nc(C)c(CCC(=O)NC(C)CCc3ccco3)c(C)n2n1 (configuration not stated)	8	0	1.3	-2	0	4	4	-2	+
CC(=O)Nc1ccc(Nc2nnc(-c3ccc(C)c(S(=O)(=O)NCC4CCCO4)c3)c3ccccc23)cc1 (configuration not stated)	-2	0	0.4	-4	-5	-2	-3	-1	i
Cc1nc(N2CCN(c3ccccc3)CC2)[nH]c(=O)c1CCC(C)C	-1	2	-0.2	-9	3	-6	-5	-3	i
CCN(CC)c1ccc(-c2sc(Nc3ccccc3)n[n+]2-c2ccc(F)cc2)cc1	-150	137	2.6	17*	-1	0	-176	-1	i
COc1cc(CN2CCNC(=O)C2CC(=O)NCCC2=CCCCC2)cc(OC)c1 (configuration not stated)	-4	2	2.1	-11	0	-4	0	-4	i
COc1cc2c(cc1OC)C(C(=O)Nc1ccc3c(c1)OCCO3)C1c3ccccc3CCN1C2=O (configuration not stated)	-1	6	1.2	-3	-2	-3	-3	6	i
CCc1nnc(NC(=O)CSc2nnc(-c3ccc(O)cc3)n2C)s1	-1	4	-0.3	-5	-1	-12	9	1	i
O=C1/C(=C\c2cccc([N+](=O)[O-])c2O)SC(=S)N1Cc1ccccc1	18	0	0.4	-2	-2	15	-3	91	i
CCOC(=O)N1CCN(C(=O)CCCN2C(=O)CSc3nc(C)cc(C)c32)CC1	-7	11	1.2	-4	2	-20	-5	-2	i
Cc1nn(-c2ccccc2)c(C)c1/C=N/NC(=O)c1cc(C(C)(C)C)[nH]n1	5	-12	-0.5	2	-3	5	7	11	i
Cc1cc(-c2ccc(C)c(S(=O)(=O)NCCc3ccc(S(N)(=O)=O)cc3)c2)on1	-5	10	1.2	-2	2	13	5	1	i
Cc1c(C)n2c(SCC(=O)NCc3ccc4c(c3)OCO4)nnc2[nH]c1=O	1	5	-1.6	-12	-1	-18	-3	4	i
CCN1CCC2(CC1)N=C(c1ccc(F)cc1)C(=S)N2C(=O)c1ccc(C)cc1	17	-7	0.8	-15	-2	-6	6	1	i
S=c1[nH]nc(C2CCCCC2)n1/N=C/C(Cl)=C\c1ccccc1	-1	-22	0.0	-1	1	13	-12	0	i
CN1C2CCC1CC(NC(=O)c1cc(S(=O)(=O)N(C)C)c(Cl)cc1Cl)C2 (configuration not stated)	-4	12	-0.2	-2	-4	0	-5	-1	i
CC(C)N(C(=O)c1ccc(C(=O)Nc2ccc([N+](=O)[O-])cc2)cc1)C(C)C	-4	6	.	-2	-2	-1	-1	3	i
c1ccc(CCNc2nc(-c3ccccn3)cs2)cc1	-8	-3	-0.5	-3	0	8	-3	6	i
O=C1c2ccccc2OCOc2ccccc21	1	-1	-0.3	-6	1	17	-1	0	i
COc1ccccc1C(=O)COC(=O)CNS(=O)(=O)c1ccc(NC(C)=O)cc1	-4	6	-1.6	-3	1	-14	-12	1	i
Cc1ccc(C)c(S(=O)(=O)N2CCN(C(=O)CN3C(=O)NC(C)(C)C3=O)CC2)c1	-9	1	-0.5	-1	2	29	0	1	i
O=C(CNS(=O)(=O)c1ccc(F)c(Cl)c1)N1CCCC1	-4	8	-1.3	-3	0	-13	0	-2	i
COc1ccc(OC)c(NC(=O)c2cccc(NC(=O)c3ccccc3)c2)c1	13	12	-0.3	7	1	2	7	0	i
CC(=O)N1CCN(C(=O)c2c(-c3ccccc3)noc2C)CC1	-9	-5	0.8	-7	1	-12	-7	1	i
Cc1ccc(CSCCNC(=O)c2ccc(N(C)S(=O)(=O)c3ccccc3)cc2)cc1	16	4	0.1	0	-5	10	8	1	i
CC(=O)c1ccc(OCCCC(=O)Nc2cccc(-c3nn[nH]n3)c2)cc1	-3	8	-1.7	-9	4	6	3	3	i
COc1ccccc1NC(=O)Cn1nnc(-c2ccccc2NC(=O)c2cc3ccccc3oc2=O)n1	3	0	0.2	-1	2	5	3	1	i
Cc1nn(C)cc1NC(=O)Cn1nc(C(F)(F)F)cc1C1CC1	-9	-6	0.4	-7	1	1	7	4	i
CCCCc1cc(=O)oc2cc(OCC(=O)Nc3cccnc3)c(Cl)cc12	0	-2	-0.2	1	-1	-8	-5	0	i
COc1cc(NC(=O)CSc2nnc(C)s2)cc(OC)c1OC	-6	-27	0.2	0	-4	4	5	2	i
COc1ccccc1NC(=O)Nc1nn(C)c2cccc(N(C)C)c12	14	8	0.0	-3	-4	5	5	4	i
Cc1ccc(C(=O)OCC(=O)c2ccc(CC(=O)N3CCOCC3)s2)c(C)c1	-4	-26	-1.2	0	-1	12	-13	-6	i
CC(C)[C@H](NC(=O)c1ccc(Cl)cc1)C(=O)Nc1cccc(S(=O)(=O)N2CCOCC2)c1	1	-15	-0.6	2	-3	-10	4	-21	i
COc1ccc([C@H]2CC(=O)C=C(c3cc(Br)ccc3OC)C2)cc1	26	-4	-0.5	-1	0	14	0	-1	i
c1cncc(CNc2ncnc3ccc(-c4cccnc4)cc23)c1	-5	10	0.1	-3	-2	3	1	-2	i
O=S(=O)(c1ccccc1)N1CC2CC(Br)C(Br)CC21 (configuration not stated)	9	-6	0.9	-14	5	8	-3	-6	i
Cc1cc(NC(=O)CCc2ccccc2)c([N+](=O)[O-])cc1C	16	4	0.6	-6	4	9	-3	0	i

# Eleven successive records already listed, quoted:
compound	FAS TE block	NRP1-CendR mod	MsrA inhibitor	MsrA act	Rin1-Abl PPI inh	SKN-1 inh	eLon inh	MT1-MMP act inh	Neddylation inh
CC(=O)c1ccc(OCCCC(=O)Nc2cccc(-c3nn[nH]n3)c2)cc1	-3	8	-1.7	-9	4	6	3	3	i
COc1ccccc1NC(=O)Cn1nnc(-c2ccccc2NC(=O)c2cc3ccccc3oc2=O)n1	3	0	0.2	-1	2	5	3	1	i
Cc1nn(C)cc1NC(=O)Cn1nc(C(F)(F)F)cc1C1CC1	-9	-6	0.4	-7	1	1	7	4	i
CCCCc1cc(=O)oc2cc(OCC(=O)Nc3cccnc3)c(Cl)cc12	0	-2	-0.2	1	-1	-8	-5	0	i
COc1cc(NC(=O)CSc2nnc(C)s2)cc(OC)c1OC	-6	-27	0.2	0	-4	4	5	2	i
COc1ccccc1NC(=O)Nc1nn(C)c2cccc(N(C)C)c12	14	8	0.0	-3	-4	5	5	4	i
Cc1ccc(C(=O)OCC(=O)c2ccc(CC(=O)N3CCOCC3)s2)c(C)c1	-4	-26	-1.2	0	-1	12	-13	-6	i
CC(C)[C@H](NC(=O)c1ccc(Cl)cc1)C(=O)Nc1cccc(S(=O)(=O)N2CCOCC2)c1	1	-15	-0.6	2	-3	-10	4	-21	i
COc1ccc([C@H]2CC(=O)C=C(c3cc(Br)ccc3OC)C2)cc1	26	-4	-0.5	-1	0	14	0	-1	i
c1cncc(CNc2ncnc3ccc(-c4cccnc4)cc23)c1	-5	10	0.1	-3	-2	3	1	-2	i
O=S(=O)(c1ccccc1)N1CC2CC(Br)C(Br)CC21 (configuration not stated)	9	-6	0.9	-14	5	8	-3	-6	i

# The listing continues:
compound	FAS TE block	NRP1-CendR mod	MsrA inhibitor	MsrA act	Rin1-Abl PPI inh	SKN-1 inh	eLon inh	MT1-MMP act inh	Neddylation inh
O=[N+]([O-])c1cc(S(=O)(=O)N2CCCC2)ccc1SCCO	-2	17	-0.2	-13	-3	-12	6	-1	i
CCN(CC(=O)Nc1c(F)cccc1F)C(=O)Cc1csc(-c2ccccc2)n1	-7	4	-0.2	-3	-2	-8	-5	1	i
COc1ccc(-c2ccc(C)cc2)cc1[C@H]1[C@@H]2C=CCC[C@@]2(C)C(=O)N1Cc1ccccc1	32	9	3.5	-4	1	8	9	-5	i
COc1ccc2c(c1)OC[C@H]1[C@H]2N2C(=O)c3cc(Cl)ccc3NC(=O)[C@@]2(C)[C@H]1c1ccccc1	67*	-10	.	-4	2	-9	6	-23	i
COc1cccc(/C=N/Nc2nnc3c(n2)[nH]c2ccccc23)c1OC	-5	-8	1.3	-3	0	15	9	2	i
Cc1cc(-c2ccc(C(C)C)c(S(=O)(=O)Nc3cc(C)on3)c2)on1	-2	-1	-0.2	-3	-1	-10	3	-1	i
CC(C)(C)C(=O)N1CCN(c2ccc([N+](=O)[O-])c(NCC3CCCO3)c2)CC1 (configuration not stated)	6	1	0.2	-11	-9	19	-1	-1	i
CCOC(=O)C1=C(O)/C(=C/c2cc(OC)c(OC)c(OC)c2)N=C1C	-1	-77	1.9	-4	-4	1	-3	4	i
COc1ccc(-c2cc(-c3cc(OC)ccc3O)[nH]n2)cc1	28	1	0.9	1	5	26	2	8	i
O=C(O)c1csc(Br)c1Br	-5	17	0.5	1	4	-18	1	6	i
CCC1CCCCN1CCCNC(=O)c1ccc(CS(=O)(=O)c2ccc(Br)cc2)o1 (configuration not stated)	-6	1	0.9	-2	-5	20	-10	0	i
CNS(=O)(=O)c1cccc(C(=O)OCC(=O)NC2CCCC(C)C2C)c1 (configuration not stated)	2	12	0.3	-1	0	7	4	2	i
Cc1ccc(NC(=O)C2CCN(C(=O)N3CCOc4ccccc43)CC2)cc1	-5	4	0.1	-3	-3	14	-11	2	i
CNC[C@H]1Oc2ccc(NC(=O)Cc3cn(C)c4ccccc34)cc2CC(=O)N([C@@H](C)CO)C[C@H]1C	-9	-33	1.0	-1	2	6	-34	-3	i
O=c1[nH]cnc2c1nnn2Cc1ccccc1	-4	-7	0.8	-3	3	1	-6	3	i
O=C(c1ccccn1)N1CCN(c2cccc(C(F)(F)F)c2)CC1	-5	13	-0.3	-1	-1	4	-6	3	i
CC(Nc1ccc(N2CCOCC2)cc1)C(=O)N1c2ccccc2CC1C (configuration not stated)	-1	1	-0.6	-1	0	5	-7	-1	i
Cc1cccc(C(=O)NNC(=O)C2CCCO2)c1 (configuration not stated)	-2	1	0.2	-2	-1	-2	1	-1	i

# Assay outcomes as filed in PubChem.
